GPR55 antagonists = GPR55 antagonists blocking LPI-driven arrestin recruitment, primary screen, imaging, U2OS, beta-arrestin-GFP, LPI agonist (AID 2013) | U2OS GPR55 beta-arrestin-GFP translocation imaging, LPI antagonism; higher % means a stronger effect | one-dose inhibition, % at 10 µM; IC50 in µM for titrated hits | 290,000 tested, 0.13% active;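 active = spots per cell inhibited over 60%, with over 100 cells counted and total cytoplasm intensity under 500,000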;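 note: U2OS cells stably carrying GPR55 and arrestin-GFP stimulated by 5 µM LPI near EC80; imaged beta-arrestin-GFP aggregate spots per cell after agonist stimulation; plate controls were LPI-stimulated DMSO wells for no effect and DMSO wells without LPI for full effect; some results filed as inactive read as strong as hits; confirmed hits need IC50 under 10 µM and bright autofluorescent wells are also inconclusive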
LYP phosphatase = inhibitors of LYP phosphatase, biochemical, fluorescence intensity, uHTS (AID 1779); inhibition, % at 11.5 µM, or IC50 in µM where a hit was titrated; Tyrosine-protein phosphatase non-receptor type 22 (Homo sapiens); 290,000 tested, 0.054% active; recombinant LYP phosphatase, fluorescence intensity; higher % means a stronger effect; in the data active = inhibition above about 50%;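 note: plate controls were vehicle with enzyme for no effect and no enzyme for full effect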
Large T inhibition = SV40 large T antigen inhibitors, biochemical (AID 1903); 310,000 tested, 0.39% active; inhibition, % at 20 µM; hits with a dose series show IC50 in µM; SV40 large T antigen ATPase/helicase inhibition assay; higher % means a stronger effect; in the data active = a potency from the dose series; note: strong numbers were not always called active
GPR35 antagonists = GPR35 antagonists blocking zaprinast-driven arrestin recruitment, primary screen, imaging, U2OS, beta-arrestin-GFP, zaprinast agonist (AID 2058) | U2OS GPR35 beta-arrestin-GFP translocation imaging, zaprinast antagonism; higher % means a stronger effect | inhibition, % at 10 µM; hits with a dose series show IC50 in µM | 290,000 tested, 0.052% active | G-protein coupled receptor 35 (Homo sapiens);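 active = inhibition of at least 50% with at least 30 cells and total cytoplasm GFP at most 10,000,000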
GPR55 activation = GPR55 agonists via beta-arrestin recruitment, primary screen, imaging, U2OS cells, beta-arrestin-GFP redistribution (AID 1961) | G-protein coupled receptor 55 (Homo sapiens) | U2OS GPR55 beta-arrestin-GFP redistribution imaging; higher % means a stronger effect | one-dose activation, % at 10 µM; EC50 in µM for titrated hits | 290,000 tested, 0.048% active;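 active = activation above 40% with more than 50 cells counted in the well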;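 note: U2OS osteosarcoma cells stably expressing GPR55 and beta-arrestin-GFP; plate controls were DMSO negative control for no effect and LPI positive control for full effect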
NTR1 agonist = agonists of NTR1, primary screen, imaging, U2OS cells, beta-arrestin-GFP, high content (AID 493036) | Neurotensin receptor type 1 (Homo sapiens), P30989 | NTR1-U2OS beta-arrestin-GFP spot imaging, agonist mode | activation, % at 20 µM | 330,000 tested, 0.17% active;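 active = activation at or above 40% of the spot to cytoplasm intensity ratio, with at least 20 cells analyzed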;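 note: 0% = DMSO without peptide and 100% = 100 nM NTR1 peptide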
Target sequence (P30989 whole entry, looked up): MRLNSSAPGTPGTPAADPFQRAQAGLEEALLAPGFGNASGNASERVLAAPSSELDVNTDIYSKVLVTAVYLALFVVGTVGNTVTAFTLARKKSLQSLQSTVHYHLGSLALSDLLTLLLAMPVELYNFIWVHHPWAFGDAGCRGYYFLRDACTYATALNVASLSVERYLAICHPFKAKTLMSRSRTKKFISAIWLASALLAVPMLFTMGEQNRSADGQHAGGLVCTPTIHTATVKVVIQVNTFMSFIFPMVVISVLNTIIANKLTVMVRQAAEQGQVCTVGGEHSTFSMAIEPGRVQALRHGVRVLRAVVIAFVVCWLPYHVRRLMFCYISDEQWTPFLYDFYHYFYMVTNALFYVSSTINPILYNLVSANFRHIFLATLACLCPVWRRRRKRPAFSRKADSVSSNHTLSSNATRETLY
T cell modulator = modulators of CD8 T cell-vesicle binding, primary screen, mouse 2C CD8+ T cells, flow cytometry; 330,000 tested, 0.068% active; 2C CD8+ T cell-vesicle binding; active compounds read low; calls only at 7 µM;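 active = response, share of CD8 T cells binding vesicles, and their 90th percentile fluorescence all below set limits, cut at about 80% in these data, passing the limit was not always enough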
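Test system: purified 2C TCR transgenic mouse naive CD8+ T cells. Probe or stimulus: QL9-peptide-loaded Drosophila micro-vesicles bearing Ld, ICAM-1 and B7-1. Incubation: binding step 1.5 h, 37 °C, antibody labelling 20 min, ice. Measured by: flow cytometry of vesicle-bound cells.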
Lipid droplet = inhibitors of hepatocyte lipid droplet formation, primary screen, imaging, high-throughput imaging, BODIPY stain; AID 1656, 2009; AML12 mouse hepatocytes, oleate lipid droplets; 240,000 tested, 0.4% active; inhibition, % at 6.5 µM;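 active = lipid droplet intensity inhibited by at least 50%, with more than 500 cells counted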
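Material: mouse AML12 hepatocyte cell line, fixed after treatment; Timing: compound with oleate, overnight; Technique: high-content imaging of BODIPY-stained droplets and DAPI nuclei; Probe or stimulus: oleate, 100 µM final; Dosing: compound at 6.5 µM only.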
MgcRacGAP inhibition = MgcRacGAP GTPase-activating activity inhibitors, confirmation, biochemical, ADP Hunter fluorescence; Rac GTPase-activating protein 1 (Homo sapiens); MgcRacGAP-stimulated Rac1 GTP hydrolysis, ADP Hunter fluorescence; higher % means a stronger effect; GST-tagged Rac1 F28L mutant substrate; one-dose inhibition, % at 30 µM; IC50 in µM for titrated hits; 340,000 tested, 0.6% active; AID 624330, 2012;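 active = first-screen hits whose inhibition reached a set limit at any dose in the follow-up dose series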;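 note: fluorescence reports GDP produced by GAP-driven GTP hydrolysis; strong numbers were not always called active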
Lipid droplet cells 6.5 µM = also measured in Lipid droplet; calls as there; cell count; measured here: cell count, cytotoxicity flag;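 cells counted across two imaged fields per well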
T cell modulator vesicle-bound % = further read-out of T cell modulator, marked with its call; double positive events, %; measured here: CD8+ vesicle-bound cell fraction;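 binding gate set so that unloaded-vesicle control wells show 10% double positive cells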
NTR1 agonist cell count 20 µM = further read-out of NTR1 agonist, marked with its call; cell count; measured here: cell count, cytotoxicity flag
An asterisk follows results filed as active; i = inactive; x = no result given.

SMILES	GPR55 antagonists	LYP phosphatase	Large T inhibition	GPR35 antagonists	GPR55 activation	NTR1 agonist	NTR1 agonist cell count 20 µM	T cell modulator	T cell modulator vesicle-bound %	Lipid droplet	Lipid droplet cells 6.5 µM	MgcRacGAP inhibition
O=C(c1ccccc1)c1ccc(OCCO)cc1	3%	-2%	6%	-2%	-0.2%	3.1	46	i	25	13	732	5%
O=c1[nH]c(SCc2n[nH]c(=S)n2-c2ccccc2)nc2ccccc12	-6%	-5%	5%	5%	-0.1%	-0.5	48	i	48	0	776	-4%
CCOc1cc(C2C3=C(CC(C)(C)CC3=O)N(CCOC)C3=C2C(=O)CC(C)(C)C3)ccc1O	-3%	-8%	7%	10%	0.3%	-0.9	53	i	20	-10	802	6%
C=CCn1c(-c2cccc([N+](=O)[O-])c2)n[nH]c1=S	-22%	4%	11%	1%	-0.3%	3.1	91	i	38	-20	773	14%
CCc1ccc(/C=N/NC(=O)c2nnn(-c3nonc3N)c2C(C)C)cc1	-1%	-7%	0%	-1%	-0.2%	7.7	59	i	11	7	707	5%
O=[N+]([O-])c1ccc(N2CCN(S(=O)(=O)c3ccc4ccccc4c3)CC2)cc1NCc1ccco1	1%	-3%	0%	20%	0.2%	-1.3	50	i	40	4	699	8%
COC(=O)C1=CN(Cc2ccccc2)C=C(C(=O)OC)C1c1ccc(OC)c(OC)c1	5%	-2%	8%	-16%	-0.1%	5.0	57	i	65	-11	801	-10%
COc1ccccc1CNC(=O)Cn1cccc1C(=O)c1ccccc1C	-2%	-16%	-1%	4%	-0.1%	0.3	80	i	5	-10	716	0%
CCOc1cc(N2CCOCC2)c(OCC)cc1NC(=O)c1ccccc1	6%	-4%	30%	12%	0.7%	-1.4	81	i	48	6	718	27%
O=C(NCC1CCCO1)c1cc2ccccc2[nH]1 (stereo not given)	-4%	-11%	2%	-10%	-0.2%	1.6	39	i	28	x	x	4%
CCn1c(C)cc2c(c1=O)C(c1ccc3c(c1)OCO3)C(C#N)=C(N)O2 (stereo not given)	-12%	2%	16%	1%	0.1%	3.7	83	i	28	x	x	3%
CN(C)C(=S)Nc1ccc(N2CCOCC2)cc1	4%	-3%	11µM*	9%	0.3%	-0.1	53	i	29	-2	667	20%
COCc1cc(C)nc(OCC(=O)N/N=C/c2ccc(C)o2)c1C#N	4%	-1%	-3%	3%	0.5%	-0.2	88	i	58	-3	713	6%
Cc1ccccc1CC1(CO)CCCN(Cc2ccc(C#CC(C)(C)O)cc2)C1 (stereo not given)	2%	-5%	5%	19%	-0.1%	-0.8	95	i	47	-1	723	7%
COc1ccc(-c2nn(-c3ccccc3)cc2/C=C(/C#N)C(N)=O)cc1[N+](=O)[O-]	36%	0%	4%	-9%	-0.1%	2.2	43	i	42	48	631	8%
Cc1cc(C(=O)Nc2ccccc2C)n(-c2ccccc2)n1	2%	-5%	6%	3%	-0.1%	-1.0	85	i	55	-14	407	6%
Cc1ccc(O)c(NS(=O)(=O)c2cccc3nsnc23)c1	-11%	-6%	4%	10%	-0.1%	3.6	48	i	28	19	707	22%
CCN1CCN(Cc2c(O)ccc3c(=O)c(-c4ccccc4OC)coc23)CC1	21%	3%	22%	8%	0.0%	0.3	57	i	17	x	x	1%
OC1(c2ccccc2)CCN(Cc2ccccc2)CC1	7%	-4%	-4%	-9%	-0.3%	1.8	43	i	33	-1	683	-27%
CCOc1ccc(-n2c(=S)sc3c(=O)n(-c4ccccc4)c(SCC(=O)O)nc32)cc1	7%	-4%	13%	0%	-0.1%	2.0	94	i	45	5	792	0%
Cc1nn(-c2ccccc2)c2c1C(c1ccco1)C(C#N)=C(N)O2 (stereo not given)	-8%	-7%	2%	21%	-0.1%	1.5	60	i	9	x	x	28%
CCOCCCNc1nc(=S)[nH]c2cc(OC)c(OC)cc12	-1%	-2%	28%	4%	0.0%	5.1	82	i	41	x	x	83µM*
COc1ccc(C2N3CC4(C)CN2CC(C)(C3)C4)cc1OC (stereo not given)	-2%	-7%	-1%	-10%	-0.1%	-3.2	79	i	35	x	x	12%
Cc1cccc2cc3c(N)c(C#N)sc3nc12	0%	-2%	5%	15%	0.2%	3.0	73	i	9	x	x	8%
COc1ccc(CNc2nc(-c3cccnc3)nn2C(=O)c2cccs2)cc1	-4%	5%	-1%	-5%	-0.2%	6.4	41	i	34	15	730	2%
CCCc1ccc(C(=O)/C=C/N(C)C)cc1	8%	-3%	5%	-1%	0.9%	-0.5	64	i	41	5	761	9%
CSc1nc(N2CCCC2)c2c(c1C#N)CC(C)(C)OC2	5%	-3%	3%	-15%	0.1%	7.0	74	i	51	-3	537	5%
CC1SC(=Nc2ccccc2)N(S(=O)(=O)c2ccccc2)C1=O (stereo not given)	5%	-8%	3%	4%	-0.3%	3.7	52	i	43	8	553	3%
CC(=O)N1CCN(c2ccccc2NC(=O)c2ccc(Br)o2)CC1	7%	-12%	12%	-6%	0.5%	2.1	61	i	49	-2	711	7%
C/C(=N/NC(=O)Cc1ccccc1)c1ccc(C)s1	11%	0%	3%	-17%	0.1%	2.7	81	i	20	-1	566	8%
O=C(c1cn(-c2ccccc2)nc1-c1cccs1)N(CCO)Cc1ccccc1	20%	-7%	11%	-6%	-0.1%	2.6	52	i	59	-14	757	5%
COC(=O)C1(C(F)(F)F)C2C=CC(C2)N1S(=O)(=O)c1ccc(C)cc1 (stereo not given)	0%	-6%	6%	5%	1.4%	0.3	59	i	22	-5	815	5%
Cc1c(NC(=O)COC(=O)c2ccccc2Cl)c(=O)n(-c2ccccc2)n1C	-2%	-4%	3%	-22%	-0.2%	-0.8	60	i	22	6	703	0%
COC(=O)c1c(NC(=O)c2nc3ccccc3s2)sc2c1CC(C)(C)NC2(C)C	3%	-2%	8%	-16%	-0.1%	24	54	i	41	26	710	0%
c1ccc(CCN2CCN=C2Nc2ccccc2)cc1	8%	-6%	19%	-3%	0.0%	-2.2	98	i	26	8	790	0%
CN(C)S(=O)(=O)N1CCN(CC(O)COc2ccc3cc(Br)ccc3c2)CC1 (stereo not given)	0%	-9%	3%	0%	-0.1%	-0.5	34	i	65	-23	744	7%
CCCN(CCC)Cc1cc(=O)oc2cc3c(cc12)CCC3	-4%	0%	4%	11%	0.0%	0.3	57	i	19	x	x	3%
O=C1Nc2c(c(=O)[nH]c(=O)n2Cc2ccccc2)C1(NS(=O)(=O)c1ccccc1)C(F)(F)F (stereo not given)	-2%	-2%	11%	3%	-0.2%	-0.6	50	i	66	4	760	3%
COc1cc(/C=C/c2[nH]c(=O)[nH]c(=O)c2[N+](=O)[O-])cc(OC)c1O	8%	1%	24%	-4%	0.3%	0.0	67	i	56	-1	819	28%
Cc1ccc(NC(=S)Nc2ccc3[nH]c(=O)[nH]c3c2)cc1C	-6%	-4%	14%	-9%	-0.2%	0.1	44	i	38	-7	738	12%
CCOC(=O)c1c(C)[nH]c(C(=O)OCC(=O)c2ccccc2)c1C	x	x	11%	x	x	1.5	52	i	54	x	x	4%
O=C(C1CCC(=O)N(C2CC2)C1)N1CCN(c2cccc(Cl)c2)CC1 (stereo not given)	16%	-8%	11%	14%	-0.1%	-1.0	49	i	65	0	711	7%
O=C(COc1ccc2c(c1)CCC2)N1CCN(c2ccc(F)cc2)CC1	-10%	-5%	2%	-1%	-0.2%	0.3	75	i	17	-8	681	3%
CCC(NC(=O)Nc1cc(C)on1)(C(F)(F)F)C(F)(F)F	-6%	-4%	6%	0%	-0.1%	-0.3	41	i	21	34	745	2%
O=C(COC(=O)c1cccc(S(=O)(=O)N2CCOCC2)c1)Nc1nc(-c2ccccc2Cl)cs1	-8%	4%	4%	-2%	-0.1%	-2.0	75	i	57	x	x	6%
Cc1ccc(NS(=O)(=O)c2cccc(C(=O)NCc3ccccn3)c2)cc1	x	x	10%	x	x	0.4	61	i	11	x	x	4%
Cc1ccc(C)n1-c1ccccc1N	-8%	-3%	3%	-2%	-0.3%	-1.0	39	i	44	-36	711	x
CN(CC(=O)Nc1cccc(F)c1)C(=O)/C=C/c1cn(Cc2ccccc2)nc1-c1cccnc1	x	x	22%	x	x	-0.4	54	i	15	x	x	7%
COc1ccc(NC(=O)Cn2cnc3c(cnn3C(C)(C)C)c2=O)cc1OC	2%	-10%	18%	13%	-0.4%	0.2	60	i	20	-1	754	5%
COC(=O)/C(=C1/Oc2cc3c(cc2S1)OCO3)C(F)(F)F	6%	-4%	13%	3%	-0.1%	-0.8	55	x	x	0	647	3%
CCc1nnc(NC(=O)CSc2nnc(-c3ccccc3OC)n2-c2ccc(C)cc2)s1	9%	7%	6%	4%	-0.1%	-1.2	60	i	41	10	798	6%
COCCNC(=O)c1c(CSc2ccc(F)cc2)noc1C(=O)NCc1ccccc1	2%	-5%	4%	-2%	0.3%	3.9	51	i	10	x	x	7%
O=C(CSc1nccc(=O)[nH]1)N1CCCc2ccccc21	-15%	-2%	-2%	3%	0.5%	0.2	52	i	10	-22	651	5%

Another view of some results above:
Every second line gives: GPR55 antagonists	LYP phosphatase	Large T inhibition	GPR35 antagonists	GPR55 activation	NTR1 agonist	NTR1 agonist cell count 20 µM	T cell modulator	T cell modulator vesicle-bound %	Lipid droplet	Lipid droplet cells 6.5 µM	MgcRacGAP inhibition
> COc1ccc(NC(=O)Cn2cnc3c(cnn3C(C)(C)C)c2=O)cc1OC
→ 2%	-10%	18%	13%	-0.4%	0.2	60	i	20	-1	754	5%
> COC(=O)/C(=C1/Oc2cc3c(cc2S1)OCO3)C(F)(F)F
→ 6%	-4%	13%	3%	-0.1%	-0.8	55	x	x	0	647	3%
> CCc1nnc(NC(=O)CSc2nnc(-c3ccccc3OC)n2-c2ccc(C)cc2)s1
→ 9%	7%	6%	4%	-0.1%	-1.2	60	i	41	10	798	6%
> COCCNC(=O)c1c(CSc2ccc(F)cc2)noc1C(=O)NCc1ccccc1
→ 2%	-5%	4%	-2%	0.3%	3.9	51	i	10	x	x	7%

Bioassay records (PubChem BioAssay)
